TCR-CD3 inh = inhibitors of human TCR-CD3 interaction, primary screen, biochemical, fluorescence, TAMRA-labeled TCR probe | hit rate 0.37% among 360,000 | AID 651800, 2012 | inhibition, % at 9.4 µM; in the data active = inhibition above about 19%;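 also: recombinant mutant TCR 2C K166C tagged with TAMRA read by polarization; 0% = receptor in buffer alone and 100% = receptor with positive control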
TDP2 absorb = human TDP2 enzyme inhibitors, primary screen, biochemical, epi absorbance, recombinant enzyme | hit rate 0.34% among 370,000 | inhibition, % at 12.8 µM | T5PNP hydrolysis, p-nitrophenol absorbance 415 nm | Tyrosyl-DNA phosphodiesterase 2 (Homo sapiens), O95551;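 active = inhibition above the mean of all tested compounds plus 3 SD, set per campaign, cut at about 25% in these data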;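 also: 0% = DMSO with enzyme and 100% = buffer with substrate but no TDP2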
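Incubation: 2 h at 37 °C; Test system: recombinant human TDP2; Quantity: enzyme 120 nM; Read-out basis: percent inhibition; Medium: 50 mM Tris-HCl pH 7.5 with Mg2+, KCl, DTT, BSA; Repeats: single replicate; Compound: 12.8 µM single point, 1% DMSO; Signal: epi absorbance; Reagent: 5 mM T5PNP chromogenic substrate; Benchmarks: no-enzyme high, DMSO-plus-enzyme low.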
LEDGF integ inh = blockers of LEDGF/p75-dependent integrase strand transfer – biochemical, TR-FRET, high throughput, primary screen; hit rate 0.64% among 370,000; inhibition, % at 3.7 µM; TR-FRET IN-LEDGF/p75 DNA integration, Eu/Cy5; HIV-1 integrase (with human LEDGF/p75);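 active = inhibition above the screen-wide mean plus 3 SD, cut at about 13% in these data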;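 also: signal is the Cy5 over europium emission ratio at 671 and 618 nm; 0% = plate median of compound wells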
DDE Tn6 FP inh = inhibitors of Tn6 peptide binding to fibrin DD(E), primary screen, biochemical, fluorescence polarization, human fibrin, Tn6 probe; Fibrinogen beta chain (Homo sapiens), P02675; Fibrin DD(E) TRITC-Tn6 fluorescence polarization displacement; inhibition, % at 8.3 µM; hit rate 0.21% among 370,000;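 active = inhibition above a per-campaign cutoff: mean of compounds within control limits plus 3 SD, cut at about 15% in these data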;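 also: 0% = median of all compound wells on the plate and 100% = blocking peptide control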
SIAE primary = human SIAE inhibitors, primary screen, biochemical, fluorescence polarization, FP-Rh probe, 1536-well HTS; Sialate O-acetylesterase (Homo sapiens), Q9HAT2; SIAE FP-Rh probe binding; inhibition, % at 9.66 µM; hit rate 0.69% among 370,000; AID 1053197, 2014;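 active = inhibition above a cutoff: mean of compounds within the control limits plus 3 SD of those, cut at about 17% in these data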;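 also: 0% = plate median of compound wells and 100% = probe without SIAE protein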
MBD2 DNA inh = inhibitors of MBD2 binding to methylated DNA, primary screen, biochemical, TR-FRET, DNA-binding domain, human. MBD2 binding to methylated oligonucleotide. hit rate 0.31% among 370,000. Methyl-CpG-binding domain protein 2 (Homo sapiens), Q9UBB5. inhibition, % at 4.4 µM; in the data active = inhibition above about 13%
KLK7 zymogen act = proKLK7 zymogen activators, primary screen, biochemical, fluorescence intensity; Kallikrein-7 (Homo sapiens), P49862; purified proKLK7, EDANS-DABCYL substrate fluorescence; 100% is mature enzyme control, 0% vehicle; activation, % at 7 µM; hit rate 0.9% among 370,000; AID 652039, 2013;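 active = activation above the mean of all tested compounds plus 3 SD, computed per campaign excluding outliers beyond control limits, cut at about 13% in these data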
Target sequence (P49862 whole entry, looked up): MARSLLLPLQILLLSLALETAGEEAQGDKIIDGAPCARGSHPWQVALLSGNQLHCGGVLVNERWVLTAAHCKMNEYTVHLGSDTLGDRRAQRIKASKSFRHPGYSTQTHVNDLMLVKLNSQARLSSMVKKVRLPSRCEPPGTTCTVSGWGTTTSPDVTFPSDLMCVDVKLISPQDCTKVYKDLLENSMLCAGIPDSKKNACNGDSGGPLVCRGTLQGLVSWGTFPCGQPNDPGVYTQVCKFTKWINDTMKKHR
UHRF1 MBD2 ctr = UHRF1 methylated DNA binding inhibitors, primary screen, counter-screen for MBD2 inhibitor project, biochemical, TR-FRET, human UHRF1, single concentration; E3 ubiquitin-protein ligase UHRF1 (Homo sapiens), Q96T88; UHRF1 binding to methylated oligo; inhibition, % at 4.4 µM; hit rate 0.75% among 370,000; in the data active = inhibition above about 21%;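 also: UHRF1 SRA domain binding a hemimethylated CpG hairpin DNA probe; 0% = median of test compound wells and 100% = reference inhibitor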
Target sequence (Q96T88 whole entry, looked up, the tested form may be a part): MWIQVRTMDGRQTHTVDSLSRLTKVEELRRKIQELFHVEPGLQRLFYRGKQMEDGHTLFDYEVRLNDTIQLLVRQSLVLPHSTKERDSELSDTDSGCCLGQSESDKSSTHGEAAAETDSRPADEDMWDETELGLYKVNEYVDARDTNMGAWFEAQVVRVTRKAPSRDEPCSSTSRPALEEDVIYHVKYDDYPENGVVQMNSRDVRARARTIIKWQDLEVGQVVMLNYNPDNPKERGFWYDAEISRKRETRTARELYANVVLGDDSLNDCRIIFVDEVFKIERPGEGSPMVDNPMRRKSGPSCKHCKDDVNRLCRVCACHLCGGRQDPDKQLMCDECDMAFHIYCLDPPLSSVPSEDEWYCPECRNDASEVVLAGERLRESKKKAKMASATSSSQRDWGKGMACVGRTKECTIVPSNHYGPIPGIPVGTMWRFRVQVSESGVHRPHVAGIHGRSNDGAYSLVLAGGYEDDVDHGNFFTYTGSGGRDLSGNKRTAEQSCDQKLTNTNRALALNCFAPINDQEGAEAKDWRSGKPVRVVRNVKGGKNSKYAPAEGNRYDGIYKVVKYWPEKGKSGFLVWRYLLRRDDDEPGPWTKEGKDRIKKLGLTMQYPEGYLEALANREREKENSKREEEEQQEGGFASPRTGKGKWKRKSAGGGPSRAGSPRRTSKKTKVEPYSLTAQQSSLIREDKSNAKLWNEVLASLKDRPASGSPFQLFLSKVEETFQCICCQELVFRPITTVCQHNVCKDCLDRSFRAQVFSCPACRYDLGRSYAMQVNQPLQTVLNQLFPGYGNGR
PRMT1 inh = PRMT1 methyltransferase inhibitors, primary screen, biochemical, fluorescence polarization; inhibition, % at 2.79 µM; Protein arginine N-methyltransferase 1 (Homo sapiens), Q99873; recombinant PRMT1, activity-based probe fluorescence polarization; AID 652257, 2013; hit rate 1.3% among 370,000;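 active = inhibition above about 21% made by adding two undisclosed values, limit read from the data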
DDE Tn7 FP inh = inhibitors of Tn7 peptide binding to fibrin DD(E), primary screen, biochemical, fluorescence polarization, human fibrin, Tn7 probe; Fibrinogen beta chain (Homo sapiens), P02675; FP displacement of FITC-Tn7 peptide from fibrin DD(E); 0% = median of compound wells per plate; inhibition, % at 8.3 µM; hit rate 0.13% among 370,000; AID 720508, 2013;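 active = inhibition above the mean of compounds falling within the control limits plus 3 SD of them, cut at about 14% in these data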;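 also: 0% = plate median of compound wells and 100% = 10 µM Aha-Tn7 peptide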
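Test system: human clot-derived fibrin DD(E) complex / Quantity: 2 µM final DD(E) protein / Incubation: 10 min plus 3 h, room temperature / Measured by: fluorescence polarization / Benchmarks: high control of 10 µM Aha-Tn7 peptide / Replicates: singlicate testing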
Starred values were filed as active, the others as inactive; · = not tested or not shown.

SMILES | TCR-CD3 inh | TDP2 absorb | LEDGF integ inh | DDE Tn6 FP inh | SIAE primary | MBD2 DNA inh | KLK7 zymogen act | UHRF1 MBD2 ctr | PRMT1 inh | DDE Tn7 FP inh
CC1CCCCN1C(=O)COC(=O)c1n[nH]c2ccccc12 (configuration not stated) | -4 | -1 | 0 | 4 | 0 | 0 | 0.0 | 1 | 4 | 7
O=C(NCc1n[nH]c(=S)n1-c1ccc(F)cc1)c1ccco1 | -7 | -13 | 2 | 1 | -4 | -1 | 0.5 | 5 | 2 | 3
CC(=O)Nc1ccc(CNc2nc(NCCN(C)C)nc3cc(-c4ccccc4)sc23)cc1 | 2 | -3 | -5 | -6 | -5 | 3 | -0.8 | -4 | 1 | 3
O=C(Nc1ccc(Cl)cc1)c1ccc(-n2cncn2)c([N+](=O)[O-])c1 | -5 | 6 | -3 | 0 | -7 | 3 | -0.3 | 1 | 1 | 1
Cc1cc(C)cc(NC(=S)N(Cc2ccc(Br)cc2)Cc2ccc(C(=O)O)cc2)c1 | 3 | 3 | 1 | 4 | -3 | 1 | -0.2 | 1 | -1 | -1
COC(=O)[C@@]1(Cc2ccc(OC)cc2)[C@H]2c3cc(C(=O)N(C)C)n(C[C@H](O)CO)c3C[C@H]2CN1C(=O)c1ccccc1 | 8 | -4 | 0 | 6 | -6 | 0 | 0.8 | 3 | -2 | -7
CCOC(=O)c1sc(NC(=O)C(CC)Sc2nc3ccccc3[nH]2)nc1C (configuration not stated) | -10 | 5 | 1 | 0 | -14 | -1 | -0.1 | -2 | 3 | 6
COc1ccc(NC(=O)c2ccc3ccccc3c2)cc1NS(=O)(=O)c1ccc(F)cc1 | 5 | 3 | 2 | -1 | -8 | 3 | 0.8 | -1 | -1 | -2
CC(=O)N1c2ccc(S(=O)(=O)N3CCCC3)cc2CC1C(=O)NCc1ccc(OC(C)C)cc1 (configuration not stated) | 1 | -3 | -1 | 5 | 1 | -1 | 1.0 | 2 | -2 | 3
CCCCOc1ccc(C(=O)NC2CCCCN(CCC)C2=O)cc1 (configuration not stated) | 6 | -5 | -2 | 2 | 2 | -1 | -0.4 | -1 | -1 | 0
O=C(CCCOC(=O)c1ccc(O)cc1O)c1ccc(Br)cc1 | 7 | -10 | 2 | 1 | -5 | 0 | 0.0 | 2 | 3 | -1
Cc1cccc(C)c1NC(=O)C1CC(=O)N(C(C)C)C1 (configuration not stated) | 7 | 1 | -7 | 6 | 4 | -2 | -0.3 | 0 | -2 | -2
COC(=O)CC(NC(=O)Nc1ccc(C)cc1)c1cccc([N+](=O)[O-])c1 (configuration not stated) | -4 | 3 | 1 | -6 | 6 | 1 | 0.5 | 0 | -5 | -1
CCCCc1c(-c2ccc(OC)c(OC)c2)ncn1CCc1ccccc1OC | 6 | -9 | -3 | -1 | 0 | -1 | 1.0 | -1 | 1 | -12
O=C(CCn1cccn1)N1CCCC(Nc2ccc(F)c(F)c2)C1 (configuration not stated) | 7 | 1 | 6 | -6 | 2 | 2 | -0.4 | -2 | -6 | -2
COc1ccc(OCCCCN2CCC(C)CC2)cc1 | -12 | 9 | 4 | -16 | 5 | -2 | 0.0 | 1 | -3 | 2
Clc1ccc2nc(-c3cccc(Br)c3)c(Cc3ccsc3)n2c1 | 3 | 2 | 8 | -5 | 2 | 1 | 0.1 | 8 | -5 | 0
Cc1ccc(OCC(C)CN2CCC(C(O)(c3ccccc3)c3ccccc3)CC2)cc1 (configuration not stated) | · | -5 | -2 | 0 | 1 | 0 | 0.4 | 0 | -4 | -4
Cc1cccc(OCCn2c(=O)oc3ccc(C)cc32)c1 | 2 | -3 | -2 | -2 | 0 | -7 | 0.0 | -2 | 2 | 7
CN1C(=O)/C(=C/c2ccc(O)c([N+](=O)[O-])c2)NC1=S | -9 | 5 | 0 | -7 | 1 | -16 | 0.0 | -10 | 1 | 5
CC1=NC(C)(C)Cc2ccccc21 | -9 | -4 | -2 | 4 | -5 | -2 | -0.2 | 1 | 1 | -4
Cc1nc(N2CCN(C)CC2)c2cc(-c3ccccc3)sc2n1 | 1 | 6 | 0 | 4 | -5 | -7 | 0.5 | -3 | 2 | 4
COc1ccc(NC(=O)C2(C)CCN2C)cc1OC (configuration not stated) | 2 | 2 | 7 | 2 | 2 | -6 | -0.3 | 1 | -4 | -6
O=C(CSc1nnc(Cc2cccs2)n1-c1ccc(Cl)cc1)Nc1ccc(OCc2ccccc2)cc1 | · | 1 | -2 | 2 | -12 | 3 | 0.3 | 0 | -1 | 8
CCOC(=O)c1c(-c2ccc(Cl)cc2)c(C#N)c(=O)n(N)c1N | 8 | 3 | 1 | 1 | 2 | -3 | -0.2 | 0 | -2 | 5
O=C(Nc1c(-c2ccccc2)nc2ncccn12)c1cc2ccccc2oc1=O | -4 | -3 | -2 | -8 | 5 | 0 | 1.6 | 1 | 0 | 7
Cn1c(C(=O)N2CCCCCC2)cc2c(=O)n(C)c3ccccc3c21 | -1 | -2 | -2 | 7 | -13 | 1 | 0.0 | 1 | 3 | -6
CC(C)c1ccc(/C=C/C(=O)N2CCc3ccccc3C2)cc1 | -2 | 2 | -2 | -2 | -1 | 1 | 0.0 | 1 | 2 | 1
CCc1ccc(/C=N/NC(=O)Cc2ccc(OC)c(OC)c2)s1 | 1 | 4 | 0 | 1 | 0 | 3 | 0.5 | 3 | 2 | 5
Cc1cccc(NC(=O)c2cc(-c3cc(C)ccc3O)n[nH]2)c1 | 0 | -8 | -1 | -1 | -8 | -5 | -1.0 | 0 | 2 | 4
O=C(O)CCNC(=S)Nc1cccc(F)c1 | 1 | -12 | 6 | -5 | 1 | 3 | -0.2 | 2 | -2 | -14
CN(C)S(=O)(=O)c1cccc(NC(=O)COC(=O)c2ccc3c(c2)OCO3)c1 | 9 | -8 | -1 | 5 | -1 | 3 | -0.3 | 1 | -1 | 2
COc1ccccc1C(=O)Cc1ccccc1 | 5 | 4 | 2 | 5 | -2 | -5 | -0.4 | 0 | 0 | 5
CCC(NC(=O)c1ccccc1NC(=O)C(C)(C)C)C(=O)N1CC(C)OC(C)C1 (configuration not stated) | 5 | -6 | 3 | 4 | 8 | 0 | -0.2 | -3 | 0 | 7
Cc1ccc(S(=O)(=O)N2C[C@H]3C(=O)C[C@@H](c4ccccc4F)N(S(=O)(=O)c4ccc(C)cc4)[C@H]3C[C@H]2c2ccccc2)cc1 | -6 | -4 | 2 | -6 | -10 | -1 | -0.5 | 1 | 4 | -4
Nc1ccc2c(c1)C(=O)c1cc(Cl)c(Cl)cc1-2 | 4 | 2 | -2 | 1 | 7 | -2 | 0.5 | 0 | 3 | -2
Cc1ccc(/C=N/NC(=O)c2ccc3ccccc3c2)s1 | -6 | 12 | 2 | -8 | -2 | -3 | 0.8 | -5 | 2 | -8
COc1ccc(-c2cc3ccc(OCC(C)=O)cc3oc2=O)cc1OC | 2 | -16 | -1 | -3 | 3 | -8 | -0.1 | -2 | -3 | 2
CC(=O)N1CCc2c(sc(NC(=O)c3ccc(S(=O)(=O)N(C)C)cc3)c2C#N)C1 | 2 | 1 | -5 | -3 | -9 | -3 | 0.3 | -5 | 4 | 2
O=[N+]([O-])c1ccc(S(=O)(=O)N/N=C/c2ccco2)cc1 | 0 | 5 | -7 | 3 | 4 | -3 | -0.3 | 1 | 6 | 0
COc1ccc(CCNC(=O)CCCC(=O)n2nc(C)c3ccccc32)cc1OC | 5 | 9 | -1 | -2 | 8 | -3 | -0.4 | 1 | -2 | -1
O=C(CCCn1c(SCc2cc(=O)n3ccccc3n2)nc2ccccc2c1=O)NCC1CCCO1 (configuration not stated) | 8 | -9 | 2 | 3 | 8 | -2 | 0.9 | -1 | -4 | 0
CCOc1cc2[nH]c(=O)n(CCCCCC(=O)NCc3ccco3)c(=O)c2cc1OCC | 2 | -5 | 3 | 3 | 2 | 6 | 0.2 | 2 | -2 | -4
COCCn1nnnc1C(c1ccc(OC)cc1)N1CCN(c2ccccc2F)CC1 (configuration not stated) | -8 | -13 | 0 | 3 | -2 | -1 | 0.0 | 6 | 1 | 6
COc1ccc(NC(=O)CSc2ccccc2)cc1S(=O)(=O)N1CCOCC1 | 3 | 11 | -2 | 2 | -2 | 0 | -0.2 | 1 | 1 | 3
O=c1c(-c2nn[nH]n2)coc2ccc(Cl)cc12 | 15 | -10 | -1 | 3 | -1 | -4 | 0.1 | -1 | 1 | 5
CC(C)(C)c1ccc(Cn2nnc3c(=O)[nH]c(C4CCCN(C(=O)Cc5cccs5)C4)nc32)cc1 (configuration not stated) | 0 | -4 | -2 | -5 | -5 | -1 | 0.0 | -2 | 0 | -2
CC(C)N=C1NN=C(c2cccs2)CS1 | -3 | 0 | -1 | -2 | 2 | 2 | 0.7 | 0 | 5 | -3
COc1ccc(C(=O)Oc2cc(N)n(S(=O)(=O)c3ccc(C)cc3)n2)cc1 | 5 | 16 | 4 | -1 | 0 | 1 | 0.4 | -2 | 0 | 2
Cc1nn(C(C)C(=O)N/N=C/c2ccc(N(C)C)cc2)c(C)c1[N+](=O)[O-] (configuration not stated) | 2 | 3 | 5 | 2 | 0 | -6 | 0.0 | -4 | -2 | -2
CSc1nnc(-c2ccccc2)n1C | 1 | 10 | 2 | 12 | 1 | 0 | 0.5 | -3 | 0 | 2
CN(Cc1cnccn1)C(=O)CC1C(=O)NCCN1Cc1c(F)cccc1Cl (configuration not stated) | 6 | -4 | 8 | -8 | -7 | -2 | -0.4 | 1 | -1 | -2
COc1ccc(S(=O)(=O)NCCc2c[nH]c3ccc(Cl)cc23)cc1 | 10 | 8 | 2 | -1 | -1 | 2 | 0.6 | -3 | -1 | 6
C=CCNC(=O)Nc1ccc2oc(C)nc2c1 | 3 | 3 | 5 | -5 | 11 | -9 | -0.3 | -3 | -5 | 6

Screening results as filed in PubChem BioAssay.
